FBW7 activator = human FBW7 E3 ligase activation, primary screen. AlphaScreen FBW7–phospho-cyclin E peptide binding, activator screen. hit rate 0.13% among 650,000. normalized activity (activation), % at 26.1 µM; in the data active means normalized activity above about 1.9%;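 further: purified mutant Fbw7 with reduced substrate affinity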
MITF primary = inhibitors of human MITF; hit rate 0.91% among 650,000; AlphaScreen MITF homodimerization, bead proximity signal; AID 1259374; inhibition, % at 2.6 µM; in the data active means inhibition above about 50%;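 further: 0% = vehicle wells with protein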
Target sequence (O75030 whole entry, looked up): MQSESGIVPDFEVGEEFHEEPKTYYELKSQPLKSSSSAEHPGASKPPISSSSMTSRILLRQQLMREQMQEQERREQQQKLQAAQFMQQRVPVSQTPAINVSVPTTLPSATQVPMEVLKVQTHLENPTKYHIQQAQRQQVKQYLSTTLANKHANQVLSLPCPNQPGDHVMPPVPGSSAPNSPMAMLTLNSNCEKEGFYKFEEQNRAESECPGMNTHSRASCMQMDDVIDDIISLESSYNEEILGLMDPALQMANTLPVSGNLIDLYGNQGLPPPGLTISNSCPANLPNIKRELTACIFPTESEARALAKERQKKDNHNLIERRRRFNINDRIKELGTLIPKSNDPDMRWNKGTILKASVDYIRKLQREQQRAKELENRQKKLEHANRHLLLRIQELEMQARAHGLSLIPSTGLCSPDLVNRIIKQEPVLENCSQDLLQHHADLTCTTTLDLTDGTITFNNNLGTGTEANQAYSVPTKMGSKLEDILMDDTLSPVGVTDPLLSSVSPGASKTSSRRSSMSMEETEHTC
GPR151 ag = activators of human GPR151. Q8TDV0. PathHunter beta-arrestin GPR151 cells, luminescence. activation, % at 11.2 µM. hit rate 1% among 650,000; in the data active means activation above about 4.9%;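 further: 0% = median of compound wells and 100% = cells with positive control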
Target sequence (Q8TDV0 whole entry, looked up): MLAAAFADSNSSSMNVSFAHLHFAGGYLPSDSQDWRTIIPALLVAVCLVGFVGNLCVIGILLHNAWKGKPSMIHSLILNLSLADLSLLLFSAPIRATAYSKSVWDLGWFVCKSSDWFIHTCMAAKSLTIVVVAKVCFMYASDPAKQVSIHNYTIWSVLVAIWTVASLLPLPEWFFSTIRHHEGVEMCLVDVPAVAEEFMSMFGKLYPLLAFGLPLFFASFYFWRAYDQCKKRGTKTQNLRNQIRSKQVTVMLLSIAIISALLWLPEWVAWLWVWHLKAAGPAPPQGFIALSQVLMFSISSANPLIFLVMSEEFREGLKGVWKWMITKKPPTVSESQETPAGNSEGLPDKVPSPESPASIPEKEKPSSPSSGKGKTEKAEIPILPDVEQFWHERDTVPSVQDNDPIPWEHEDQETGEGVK
TEAD-YAP inh = TEAD-YAP interaction inhibition; HEK-TIYL cells, TEAD-Gal4/YAP UAS-luciferase luminescence; inhibition, % at 9.12 µM; hit rate 1.4% among 640,000; AID 1259422; in the data active means inhibition above about 32%;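 further: 0% = median of test compound wells and 100% = reference inhibitor wells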
An asterisk follows results filed as active; & = joins results of further samples.

SMILES	FBW7 activator	MITF primary	GPR151 ag	TEAD-YAP inh
Cc1c(Cl)cccc1N1C(=O)/C(=C\c2cccc([N+](=O)[O-])c2)N=C1c1cccc(Cl)c1	0.0	-11	0.8	-1
CCCS(=O)(=O)N1CCc2ccc(NC(=O)NC3CC3)cc2C1	0.0	0	2.0	5
Cc1cc(NC(=O)CSc2nc3c(sc(=S)n3-c3ccc(C)c(C)c3)c(=O)n2-c2ccccc2)no1	0.1	8	-0.8	-4
COc1cc(C2C=C(c3ccc(C)cc3)Nc3ncnn32)cc(OC)c1OC (stereo unspecified)	0.2	8	-2.0	62*
CN=C1CC(C)(C)CC(=O)/C1=C(/O)CCC(=O)NC	0.3	19	0.3	-13
Cc1ccc(NC(=O)CCc2nnc3ccc(NCc4ccco4)nn23)cc1C	0.7	7	0.5	-7
C=CCSc1nc2sc3c(c2c(=O)n1CCc1ccccc1)CCCC3	-0.1	6	-1.7	-9
O=C(CN1C(=O)C2(SCC(=O)N2c2cccc(F)c2)c2ccccc21)Nc1ccccc1F (stereo unspecified)	0.2	14	0.4	-7
COc1cc(Br)c(OCC(=O)N/N=C/c2ccco2)c(Br)c1	-0.1	1	0.7	3
Cc1c(Cl)cccc1NC(=S)NCCO	-0.1	5	1.4	13
COC(=O)c1ccccc1NC(=O)C12CC3CC(CC(C3)C1)C2	0.0	8	-1.9	4
Cc1ccccc1NC(=O)c1ccc(S(=O)(=O)NC2CCCCC2)c(C)c1	0.1	18	-0.9	3
CCN1C(=O)/C(=C\C=C2\N(C)c3ccc(-c4ccccc4)cc3C2(C)C)SC1=Nc1ccc2nc(C)sc2c1	-0.1	-17	0.7	14
CCOc1ccc(C(=O)C2CCN(Cc3nnnn3C3CCCC3)CC2)cc1	-0.1	1	-0.4	16
CC(C)C[C@H](NC(=O)[C@@H](O)[C@H](N)Cc1ccccc1)C(=O)O	0.1&-0.1&-0.2&0.2	2&-13&-3&0&8	-1.6&1.3&0.7&-0.5&3.1	7&9&2
O=C(CC1CC2CCC1C2)NCc1ccc(F)cc1 (stereo unspecified)	-0.2	2	-0.3	-15
O=C(Nc1cccc(Cl)c1)c1ccc(Cl)cc1	0.1	20	-2.0	-35
CCCOc1ccc(N2C(=O)C(Cl)=C(Nc3ccccc3)C2=O)cc1	0.0	-1	0.8	8
CC1=C(C(=O)NCc2ccccc2C)C2(CCCCC2)OC1=O	-0.1	-6	0.3	-8
Cc1c(C(=O)NC(C)CO)sc2ncnc(NCCc3ccccn3)c12 (stereo unspecified)	0.0	15	-0.7	-4
CCNc1cc(NCCN2CCOCC2)nc(N)n1	0.4	1	-2.0	7
O=C(NNC(=O)c1ccccc1Br)c1cccc(Cl)c1	0.0	-6	0.9	-23
Cc1ccc(NC(=S)N(CCN2CCCCCC2)Cc2ccco2)cc1	0.0	-14	2.3	16
CN1CCN(Cc2c(O)ccc3c(=O)c(-c4ccc(Cl)cc4)c(C(F)(F)F)oc23)CC1	0.0	5	-0.1	-7
COC(=O)c1c(NC(=O)COc2ccc(C)c(C)c2)sc2c1CCC2	0.1	14	-0.9	-1

Additional entries
SMILES	FBW7 activator	MITF primary	GPR151 ag	TEAD-YAP inh
COC(=O)C1=C(C)NC2=C(C(=O)CCC2)C1c1ccc([N+](=O)[O-])o1 (stereo unspecified)	0.5&0.0	22&1	0.2&0.1	13&7
CN(Cc1ccccc1)c1ccnc2c(-c3cccc(C(N)=O)c3)cnn12	-0.1	16	0.4	17
O=C(Cn1nc2ccccc2n1)OCC(=O)c1ccc([N+](=O)[O-])cc1	-0.4	8	1.0	6
O=C(CNC(=O)OCc1ccccc1)NCc1ccccc1	0.5	0	0.9	13
COC(CNc1cc(-c2cccc(C(F)(F)F)c2)nc(-c2ccncc2)n1)OC	0.1	1	0.6	14
COc1cccc(/C=c2\sc3nc4ccccc4n3c2=O)c1OCc1ccc(Cl)cc1Cl	0.5	14	-0.9	6
CCc1ccc2oc(-c3cccc(N)c3)nc2c1	0.7	17	-7.4	-12
CCOc1ccc(C(=O)Nc2ccc3oc(-c4ccccc4F)nc3c2)cc1Cl	-0.1	-7	0.6	5
O=C(O)CSc1nnc2c(n1)OC1(CCCC1)Nc1ccccc1-2	-0.1	5	-0.6	3
NC(=O)c1nnn(-c2cccnc2)c1N	0.0	-3	-0.1	-4
CC1CCc2c(sc3ncn(C4CCN(CC(N)=O)CC4)c(=O)c23)C1 (stereo unspecified)	0.0	9	1.2	2
CCOc1ccc(C2(O)CSC3=C(C#N)C(c4ccccc4OC)CC(=O)N32)cc1 (stereo unspecified)	0.2	7	-0.6	2
O=C(Nc1ccccc1)N1CCC(n2nnc3cc(F)ccc32)CC1	-0.2	14	-0.8	9
Cc1cc(C)cc(CC(CC(=O)O)C(=O)NCc2ccccc2)c1 (stereo unspecified)	-0.1	-5	-0.6	1
c1cc(Nc2nc(NCCN3CCOCC3)c3[nH]cnc3n2)ncn1	0.2	16	-1.1	1
COc1ccc(C2N(c3cc(Cl)ccc3OC)C(=O)C3CCCN32)cc1 (stereo unspecified)	0.1	-1	1.3	6
CCOC(=O)c1cnc2c(Cl)cccc2c1NCCN1CCOCC1	-0.1	5	-0.1	0
COCCNC(=O)Cn1cccc1C(=O)N1CCN(C(=O)c2ccccc2)CC1	-0.1	-11	1.1	3
Cc1ccccc1OCc1nnc(SCC(=O)NCC(=O)c2ccccc2)o1	-0.2	-3	0.0	7
CCNc1ncc(C(=O)NCc2cccnc2)s1	0.2	13	-1.3	-1
COc1ccc(N2C(=O)CC(NCCc3cccc(OC)c3)C2=O)cc1 (stereo unspecified)	-0.1	-12	0.7	-2
Cn1c(=O)n(C)c2cc(C3C(C#N)=C(N)Oc4c3ccc3ccccc43)ccc21 (stereo unspecified)	-0.1	24	-1.1	17
c1ccc(COc2ccc(-c3cccs3)cn2)nc1	-0.6	1	-0.9	-52
CCOc1ccc(N/C=C/C(=O)c2ccccc2)cc1	0.0	-3	-3.0	8
COc1ccccc1C(=O)N=C1SC2CS(=O)(=O)CC2N1c1ccccc1 (stereo unspecified)	0.0	-1	1.1	9

7 records drawn at random from those above, as already listed:
SMILES	FBW7 activator	MITF primary	GPR151 ag	TEAD-YAP inh
COC(=O)C1=C(C)NC2=C(C(=O)CCC2)C1c1ccc([N+](=O)[O-])o1 (stereo unspecified)	0.5&0.0	22&1	0.2&0.1	13&7
CN(Cc1ccccc1)c1ccnc2c(-c3cccc(C(N)=O)c3)cnn12	-0.1	16	0.4	17
c1cc(Nc2nc(NCCN3CCOCC3)c3[nH]cnc3n2)ncn1	0.2	16	-1.1	1
CCOc1ccc(C(=O)Nc2ccc3oc(-c4ccccc4F)nc3c2)cc1Cl	-0.1	-7	0.6	5
Cc1cc(C)cc(CC(CC(=O)O)C(=O)NCc2ccccc2)c1 (stereo unspecified)	-0.1	-5	-0.6	1
CCOc1ccc(N/C=C/C(=O)c2ccccc2)cc1	0.0	-3	-3.0	8
COc1ccc(C2N(c3cc(Cl)ccc3OC)C(=O)C3CCCN32)cc1 (stereo unspecified)	0.1	-1	1.3	6

Other compounds.
SMILES	FBW7 activator	MITF primary	GPR151 ag	TEAD-YAP inh
CNc1c([N+](=O)[O-])cnc(N/C=C/C=C/C=C(C#N)C#N)c1C#N	-0.1	16	-1.1	10
Cc1ccc(C(=O)NNS(=O)(=O)c2ccc([N+](=O)[O-])cc2)cc1	-0.1	18	1.1	4
COc1ccccc1-c1ccc(N2CCN(C(=O)COc3ccccc3)CC2)nn1	7.6*	-11	-1.2	5
COCC(=O)N1CCC(C(Cc2ccccc2F)N(C)C(=O)c2ccoc2C)CC1 (stereo unspecified)	0.1	6	0.0	-1
COc1cc(NC(=O)C(Cc2ccccc2)N2Cc3ccccc3C2=O)cc(OC)c1OC (stereo unspecified)	-0.1	-7	0.0	-2
CC(C)C1=NN(C(=O)c2ccncc2)C(O)(C(F)(F)F)C1 (stereo unspecified)	0.4	1	0.6	1
CC(C)(C)C(=O)NC(=S)Nc1ccccc1[N+](=O)[O-]	0.1	6	-0.1	3
O=C(Nc1ccc(Br)cc1)N1CCC(CN2CCCCCC2)CC1	0.0	-11	-3.6	-19
Cc1ccc2scc(N(C)Cc3ccccc3)c(=O)c2c1	0.1	0	-0.8	-7
COc1ccc(/C=C/C(=O)N2CCc3cc(OC)c(OC)cc3C2COc2ccccc2OC)cc1OC (stereo unspecified)	-0.2	-3	-0.8	-13
O=c1c2cnn(-c3ccc(F)cc3)c2ncn1Cc1c(F)cccc1Cl	-0.2	16	-0.8	3
COc1ccccc1/C=C/C(=O)OCC(=O)NC(=O)NC12CC3CC(CC(C3)C1)C2	0.1	16	5.5*	1
NC1=NC(c2ccccc2)N2C(=N1)Sc1ccccc12 (stereo unspecified)	-0.2	-10	0.5	-2
CCc1nc(NCCCCCO)c2nnn(Cc3ccccc3F)c2n1	0.1	59*	1.2	12
COC(=O)COc1ccc(S(=O)(=O)NCc2ccc(C)cc2)cc1	0.1	-14	0.5	-9
CN1CCc2c(sc3c2C(=O)NC(c2ccc(-c4ccccc4Cl)o2)N3)C1 (stereo unspecified)	0.0	-3	1.7	-15
CN1/C(=C\C=N\Nc2ncnc(N)c2[N+](=O)[O-])C(C)(C)c2ccccc21	-0.8	41	-0.5	-1
COc1ccc(N2CCN(S(=O)(=O)c3ccc(F)c(C(=O)Nc4cc(Cl)cc(Cl)c4)c3)CC2)cc1	-0.1	14	0.0	-2
O=C(NCCN1CCOCC1)c1cccc(N2CCOCC2)n1	0.0	5	0.0	2
CC(CCc1ccccc1)Nc1nc(Cl)nc(NCCN2CCOCC2)n1 (stereo unspecified)	-0.1	4	0.0	-8
CC(=O)N1CCC2(CC1)OCc1cc(-c3ccc4c(c3)OCO4)ccc1O2	-0.4	11	1.6	-45
CCCC/C(O)=C1\C(=O)CC(C)(C)CC1=Nc1ccc([N+](=O)[O-])cc1	-0.4	3	1.7	-27
CC(=O)Nc1cccc(NC(=O)c2ccc(Br)s2)c1	-0.3	-2	-0.2	-48
Cn1ncc2cc(Nc3ncc4ccc(-c5cn[nH]c5)cc4n3)ccc21	0.1	22	3.9	71*
CCOC(=O)C1CCN(c2cc(C(=O)Nc3ccc(OCC)cc3)ccn2)CC1	0.3	3	1.4	-5

Sorted by SMILES length (rising): some entries from above
SMILES	FBW7 activator	MITF primary	GPR151 ag	TEAD-YAP inh
O=C(O)CSc1nnc2c(n1)OC1(CCCC1)Nc1ccccc1-2	-0.1	5	-0.6	3
CCCOc1ccc(N2C(=O)C(Cl)=C(Nc3ccccc3)C2=O)cc1	0.0	-1	0.8	8
COc1ccc(N2CCN(S(=O)(=O)c3ccc(F)c(C(=O)Nc4cc(Cl)cc(Cl)c4)c3)CC2)cc1	-0.1	14	0.0	-2

Carrying on:
SMILES	FBW7 activator	MITF primary	GPR151 ag	TEAD-YAP inh
COc1ccc(C2CC(C(F)(F)F)n3ncc(C(=O)Nc4sc5c(c4C(=O)OC(C)C)CCCC5)c3N2)cc1OC (stereo unspecified)	0.3	23	-0.3	0
CCc1cc(C(=O)Cc2nc3ccccc3n2C)c(O)cc1O	0.0	1	0.8	1
N#C/C(=C\c1cccc(Cl)c1Cl)c1nn(CCO)c(N)c1C#N	-0.3	9	1.4	49*
CNCCC1CCC(=O)N1Cc1ccc(C)c(F)c1 (stereo unspecified)	0.0	-4	-0.7	5
CCOC(=O)c1c(C)[nH]c(C)c1C(=O)CN1C(=O)c2ccc([N+](=O)[O-])cc2C1=O	-0.1	11	0.5	3
Cc1ccc(NC(=O)c2cnc(N3CCOCC3)nc2)cc1	0.5	1	-1.1	-10
NS(=O)(=O)c1ccc(NC(=O)c2cccc(OCc3ccccc3)c2)cc1	-0.2	-4	-0.7	5
CCOC(=O)c1ccc(NC(=O)c2ccccc2F)cc1	-0.1	-4	-3.4	-62
CCOC(=O)CCc1[nH]c(=O)n(Cc2ccccc2)c(=O)c1F	-0.2	0	0.3	-6
COC(=O)CSc1cccc2cccnc12	-0.7	-11	-0.2	-3
CCOC(=O)CN1C(=O)S/C(=C\c2cc3c(cc2Br)OCO3)C1=O	-0.1	-1	1.0	7
CCOc1ccc(S(=O)(=O)NC2CC(C)(C)NC(C)(C)C2)cc1	0.0	-4	0.2	12
Cc1nnc(NC(=O)C2CC(=O)N(Cc3ccccc3)C2)s1 (stereo unspecified)	0.1	-2	-1.8	0
CCC(C(=O)NCc1ccccc1Cl)n1c2ccccc2c2nc(=O)cc(C)n21 (stereo unspecified)	-0.2	6	-0.3	-3
O=C(NC1CCCC1)C(c1ccccc1)N(Cc1cccs1)C(=O)c1csnn1 (stereo unspecified)	0.0	6	3.5	9
FC(F)(F)c1cccc(CNc2ccnc(Nc3ccncn3)n2)c1	0.1	-10	-0.8	-4
COc1ccccc1C(=O)NCc1nnc(SCC(=O)N2N=C(c3cccs3)CC2c2ccc(F)cc2)n1C (stereo unspecified)	-0.2	-6	-0.4	10
Cc1ccccc1C(=O)n1nc(-c2cccnc2)nc1NCc1ccccc1	-0.3	1	0.3	7
Cc1ccc(CCN2CC(C(=O)NC3CCCC3)CC2=O)cc1 (stereo unspecified)	0.0	7	-0.6	-2
CCOC(=O)c1c(CN2CCN(CC#N)CC2)n(-c2ccccc2)c2ccc(O)cc12	1.2	-1	0.3	6
CCC(=O)NC(Nc1sc2c(c1C(N)=O)CCCC2)(C(F)(F)F)C(F)(F)F	0.0	18	1.0	9
CCCn1c(NCCN(C)C)nc2c1c(=O)[nH]c(=O)n2C	0.0	10	-0.1	10
CC1(C)Cc2cccc(OCc3ccc(C(=O)NCCN4CCOCC4)cc3)c2O1	0.0	2	-0.1	7
CC(=O)N1c2ccccc2CCc2ccc(NS(=O)(=O)N(C)C)cc21	0.1	6	1.3	-8
COc1ccc2c(CC(=O)N3CCc4ccccc4C3)cc(=O)oc2c1	0.2	-7	-0.2	-1

Assay outcomes from PubChem.
